Screening data as filed in PubChem BioAssay.
LNCaP diff act: activators of LNCaP prostate cell differentiation, primary screen, flow cytometry side scatter. 4 d. actives 0.56% (n = 24,000). side scatter shift, % at 10 µM;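 active means side scatter shift above 30%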;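 further: androgen-responsive LNCaP prostate cancer cells in charcoal-stripped serum medium; percent of cells past a gate set so DMSO wells show 10% shift; higher shift means more granular cells and more differentiation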
VLA-4 antagonist: inhibitors of LDV-FITC binding to Mn2+-activated VLA-4, primary screen, Jurkat cells. Integrin alpha-4 (Homo sapiens), P13612. LDV-FITC binding with Mn2+, flow cytometry; 100% = Mn2+-driven binding gain fully reversed. inhibition, % at 10 µM (by protocol). actives 0.2% (n = 24,000);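 active means inhibition above 50%; inconclusive means compound itself fluorescent, judged against control cell fluorescence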;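 further: 0% = Mn2+ stimulated cells lacking compound and 100% = ligand binding without Mn2+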
Target sequence (P13612 whole entry, looked up): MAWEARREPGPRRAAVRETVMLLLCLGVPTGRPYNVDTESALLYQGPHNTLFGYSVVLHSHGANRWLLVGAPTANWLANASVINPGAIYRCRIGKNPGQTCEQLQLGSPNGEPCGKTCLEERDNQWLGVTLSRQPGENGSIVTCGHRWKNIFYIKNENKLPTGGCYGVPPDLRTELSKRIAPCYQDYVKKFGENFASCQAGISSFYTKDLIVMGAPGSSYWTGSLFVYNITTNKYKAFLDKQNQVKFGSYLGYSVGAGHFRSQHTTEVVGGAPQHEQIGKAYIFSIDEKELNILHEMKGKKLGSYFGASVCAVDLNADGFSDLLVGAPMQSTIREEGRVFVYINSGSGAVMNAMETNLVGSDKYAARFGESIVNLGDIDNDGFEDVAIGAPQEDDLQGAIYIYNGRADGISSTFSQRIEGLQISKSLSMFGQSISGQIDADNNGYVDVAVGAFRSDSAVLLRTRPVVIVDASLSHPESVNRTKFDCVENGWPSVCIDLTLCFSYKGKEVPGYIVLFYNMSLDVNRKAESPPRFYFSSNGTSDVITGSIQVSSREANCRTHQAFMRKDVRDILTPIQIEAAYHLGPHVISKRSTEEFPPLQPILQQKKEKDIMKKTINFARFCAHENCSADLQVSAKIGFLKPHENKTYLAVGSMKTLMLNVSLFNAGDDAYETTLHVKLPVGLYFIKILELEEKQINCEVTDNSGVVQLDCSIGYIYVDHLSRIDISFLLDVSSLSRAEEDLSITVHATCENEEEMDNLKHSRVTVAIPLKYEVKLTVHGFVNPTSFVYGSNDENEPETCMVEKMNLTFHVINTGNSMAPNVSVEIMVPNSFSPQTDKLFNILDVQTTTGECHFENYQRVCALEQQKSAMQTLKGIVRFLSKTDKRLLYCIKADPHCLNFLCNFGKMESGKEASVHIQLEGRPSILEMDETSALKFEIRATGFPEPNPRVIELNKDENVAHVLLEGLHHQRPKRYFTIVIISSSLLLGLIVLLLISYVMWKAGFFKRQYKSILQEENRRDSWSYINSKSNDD
Autofluor Jurkat: compound autofluorescence on Jurkat cells, primary screen, artefact control for VLA-4 allosteric ligand project, cell-based, flow cytometry | active compounds read high; 1 = vehicle-only cell background | fluorescence ratio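 (tested at 10 µM compound in the well)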 | actives 0.61% (n = 24,000) | AID 576, 2007;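 active means fluorescence ratio above 2.44, which is 1 plus 3 SD of all ratios; inconclusive means signal too bright to measure linearly, ratio around 10 or more; inactive means fluorescence ratio below 2.44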;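 further: green fluorescence of cells measured with 488 nm excitation and 530 nm emission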
VLA-4 agonist: enhancers of LDV-FITC binding to VLA-4 integrin, primary screen, Jurkat cells, flow cytometry | activation, % at 10 µM (by protocol) | AID 528, 2006 | 24,000 tested, under 10 active;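 active means fluorescent ligand binding to cells raised by more than 40% of the manganese-induced maximum; inconclusive means compound's own fluorescence above 85% of the ligand control signal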;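 further: 0% = ligand binding without compound and 100% = manganese-stimulated maximal binding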
Starred values were filed as active, the others as inactive; ? = inconclusive. Some of the compounds tested; the hit share may differ from the screen's.

no.	LNCaP diff act	VLA-4 antagonist	Autofluor Jurkat	VLA-4 agonist	structure
1	2	?	1.4	?	Cc1cccc(N2CCN(C(=O)c3cc4c(=O)n(C)c5ccccc5c4n3C)CC2C)c1 (configuration not stated)
2	11	-12	1.1	20	Cc1cc(CN2CCN(CCC#N)CC2)c(O)c(C2(C)CCCCC2)c1
3	13	-1	1.1	-4	CCn1c(C(=O)N2CCc3ccccc3C2)cc2sccc21
4	3	0	1.1	-8	Cc1csc(NC(=O)CCCSc2nc3ccccc3s2)n1
5	11	1	1	3	CCCc1cc(C(=O)NC2CCCCC2)no1
6	9	2	1.2	-10	Cc1ccc(Cl)cc1N1CCN(C(=O)COc2ccc(S(=O)(=O)NC(C)C)cc2)CC1
7	14	-1	1	-1	COCCNS(=O)(=O)c1ccc(C2CNC(=O)C2)cc1 (configuration not stated)
8	2	-1	1	1	O=C(c1cccn2c(=O)c3ccccc3nc12)N1CCN(c2ccccn2)CC1
9	6	-3	1.1	-7	Cc1ccc(N(C(=O)C2CCCC2)C2C=CS(=O)(=O)C2)cc1C (configuration not stated)
10	10	-4	0.99	-2	Cc1nn(C)cc1C1C2=C(CC(C)(C)CC2=O)OC2=C1C(=O)CC(C)(C)C2
11	4	?	1.2	?	Cc1cc(Nc2ccc(Br)c(C)c2)n2nc(C)nc2n1
12	7	0	1	0	CC(C)CCOP(=O)(c1ccc(N(C)C)cc1)C(O)c1ccccc1F (configuration not stated)
13	13	-22	1.1	0	C/C(=C(\C#N)C(=O)NCCCN1CCOCC1)N(C)C
14	14	-16	1.1	2	CCOC(=O)C1(C)NC(c2ccc(OC)c(OC)c2)C2C(=O)N(CC)C(=O)C21 (configuration not stated)
15	8	1	0.91	-1	CCN1CCN(C(c2cccs2)C(C)NC(=O)c2cccnc2)CC1 (configuration not stated)
16	1	-3	1	4	CC(=O)C1=C(O)C(=O)N(CC(=O)O)C1c1ccccc1Cl (configuration not stated)
17	8	?	1.1	?	O=C(Nc1ccc2c(c1)OCO2)C(c1ccccc1)N1CCC2(CC1)OCCO2 (configuration not stated)
18	5	-1	1.1	-2	CC(=O)Nc1ccc(S(=O)(=O)n2cnc(C)c2)cc1
19	7	-9	1.1	5	CCc1cc2c(=O)c(-c3nc4ccccc4[nH]3)coc2c(CN2CCC(C)CC2)c1O
20	16	?	0.78	?	Cc1ccc(-c2nc(CS(=O)CC(=O)NCCCN3CC(C)CC(C)C3)c(C)o2)cc1 (configuration not stated)

(further entries)
no.	LNCaP diff act	VLA-4 antagonist	Autofluor Jurkat	VLA-4 agonist	structure
21	6	-2	1.1	-3	CN1C(=O)CCC1(O)c1ccccc1 (configuration not stated)
22	10	16	1	3	COc1cccc(CNC(=O)C(CCSC)NS(=O)(=O)c2ccc3c(c2)oc(=O)n3C)c1 (configuration not stated)
23	21	-21	1.1	7	CC(C)(C)OC(=O)N1CCC(C(=O)N2CCOCC2)CC1
24	11	-12	1.1	-5	CCOC(=O)c1cn(CC(=O)Nc2ccc(CC)cc2)nn1
25	5	-8	0.99	-3	CC12CCC(C(=O)N3CCCCC3)(CC1=O)C2(C)C (configuration not stated)
26	9	-8	1.1	0	O=C(CN1C(=O)c2ccccc2C1=O)Nc1ccc(S(=O)(=O)NCC2CCCO2)cc1 (configuration not stated)
27	15	-13	1.1	-4	Cc1cccc(-c2noc(CCC(=O)Nc3ccccc3)n2)c1
28	8	-16	1.1	9	O=P(O)(O)c1ccccc1OCCOCCOc1ccccc1P(=O)(O)O
29	9	-15	1	-2	Cc1nc(-c2cnn(-c3ccccc3)c2)c2cc(C)oc2n1
30	5	?	1	4	CC(C)(C)n1nc2c(c1NC(=O)c1ccc(S(=O)(=O)N3CCCCC3)cc1)CS(=O)C2 (configuration not stated)
31	3	-14	1	-2	CCN(CC)CCNC(=O)c1cc(S(C)(=O)=O)ccc1OC
32	16	-25	1.1	-11	O=c1[nH]n(-c2cccc3cccnc23)c(=O)c2ccccc12
33	3	5	1	3	Cc1nc2c(C(=O)NCc3ccc(F)cc3)c[nH]n2c(=O)c1Cl
34	5	-18	1	2	Cc1ccc(C)c(OCCCC(C)(C)C(=O)O)c1
35	5	-7	1.1	-13	Cn1c(C(=O)N2CCc3ccccc3C2)cc2oc3ccccc3c21
36	10	?	1	0	COc1ccc(Cn2nnc(C(=O)Nc3ccc(F)cc3)c2N)cc1
37	12	15	1.1	-14	COc1cc(-c2nc(-c3cccc(C(F)(F)F)c3)no2)cc(OC)c1OC
38	10	2	1.1	1	CC(C)(C)n1ncc2c(=O)n(CC(=O)Nc3ccc4c(c3)OCO4)cnc21
39	5	5	1.1	0	CSc1sc(C)cc1C1C(C#N)=C(N)N(c2cccnc2)C2=C1C(=O)CCC2 (configuration not stated)
40	17	6	1	6	Cc1ccc(S(=O)(=O)NCCNC(=O)CN2CCCC2)cc1

Going on with the list.
no.	LNCaP diff act	VLA-4 antagonist	Autofluor Jurkat	VLA-4 agonist	structure
41	5	-6	1.1	-7	COc1ccc2c(c1)OC(O)(C(F)F)CC2=O (configuration not stated)
42	7	-8	1.6	-2	Cc1ccc(C2C3CN(C(C)C)CC=C3C(C#N)=C(N)C2(C#N)C#N)cc1 (configuration not stated)
43	9	-7	0.99	7	CCCNC(=O)Cn1cnc2sc(C(=O)N3CCCC(C(=O)OCC)C3)c(C)c2c1=O (configuration not stated)
44	8	16	1.1	3	CC(C)CCn1c(Cl)nc2c1c(=O)n(C)c(=O)n2C
45	12	38	1.1	4	O=C(Nc1ccccc1C(F)(F)F)N1CCN(c2ccc3nnc(-c4ccc(F)cc4)n3n2)CC1
46	15	?	1.1	3	CCOC(=O)N1CCC(NC(=O)c2cc(C(=O)Nc3ccc(OC)c(OC)c3)ccc2CO)CC1
47	4	-17	1	8	O=C(Nc1ccccc1C(=O)N1CCOCC1)C1CCC(=O)N1C1CCCC1 (configuration not stated)
48	11	-3	1	2	Cc1ccc(C2C3=C(CCCC3=O)Nc3nc(SCC(=O)NCc4ccco4)[nH]c(=O)c32)cc1 (configuration not stated)
49	7	-10	1.2	-1	Cc1cc(=O)oc2c1c(C)nn2-c1ccc(C(=O)OC(C)C)cc1
50	21	3	1.1	-1	O=C(NCCc1ccc(Cl)cc1)C1CCN(S(=O)(=O)N2CCCC2)CC1
51	16	6	1.2	2	CC1CCN(C(=O)c2ccccc2NC(=O)c2cccc(S(=O)(=O)N3CCOCC3)c2)CC1
52	6	5	1.1	-2	CCCCSc1nc2c(cnn2-c2ccc(F)cc2)c(=O)[nH]1
53	12	7	1	-5	CCN(CC)CCNC(=O)C1CCC(=O)N1CCc1ccccc1 (configuration not stated)
54	11	-6	1.1	4	CCC(C)c1ccc(NC(=O)C2CC2)cc1 (configuration not stated)
55	5	-10	0.98	4	COc1ccc(N(C)S(=O)(=O)c2c(C)[nH]c(=O)[nH]c2=O)c(OC)c1
56	7	-19	0.98	5	O=C(Cn1nnc(-c2ccc(CN3CCOCC3)cc2)n1)NC1CCCCC1
57	3	11	0.96	1	O=C(O)CCC(=O)N1CCc2cc(S(=O)(=O)N3CCCCC3)ccc21
58	13	-26	1.1	-4	COC(=O)c1ccc(Cn2cnc3c(cnn3-c3ccc(F)cc3)c2=O)o1
59	5	-15	1	4	COc1ccc(OCC(=O)N2CCN(C(=O)c3cccs3)CC2)cc1
60	9	-9	1.1	0	O=C(c1ccco1)N1CCN(CCCCN2C(=O)c3ccccc3C2=O)CC1

Reprinted from the part before: 2 entries; new compounds follow.
no.	LNCaP diff act	VLA-4 antagonist	Autofluor Jurkat	VLA-4 agonist	structure
59	5	-15	1	4	COc1ccc(OCC(=O)N2CCN(C(=O)c3cccs3)CC2)cc1
60	9	-9	1.1	0	O=C(c1ccco1)N1CCN(CCCCN2C(=O)c3ccccc3C2=O)CC1
61	5	2	0.96	1	CCCCCCNC(=O)Cc1nc2nc(C)cc(C)n2n1
62	5	7	1.1	-17	CCOC(=O)Cc1nnc2c(Nc3ccc(C)cc3)nc3nonc3n12
63	4	8	1	2	COc1ccc(S(=O)(=O)CCC(=O)Nc2c(C)n(C)n(-c3ccccc3)c2=O)cc1
64	11	12	1.1	-5	COc1ccc(CCNC(=O)C2CCN(Cc3nc(-c4ccccc4C)oc3C)CC2)cc1OC
65	14	7	1	2	O=C(N1CCN=C1SCc1cccnc1)C12CC3CC(CC(C3)C1)C2
66	22	-1	0.96	4	COc1ccc(Cc2nc(-c3ccc(-n4cccc4)cc3)no2)cc1
67	1	-21	1.1	5	CS(=O)(=O)N1CCCC(C(=O)NCCCN2CCOCC2)C1 (configuration not stated)
68	6	4	1.1	-5	CCn1cc(C(=O)NCc2ccccn2)c(=O)c2cc(S(=O)(=O)N3CCCCC3)ccc21
69	7	-3	0.98	3	CO/C([O-])=N/c1c[n+](-c2ccc(C)cc2)no1
70	9	-17	1.1	3	COc1cccc(OCC(O)CN2CCN(CCO)CC2)c1 (configuration not stated)
71	1	-6	1	-2	CCCC(=O)N1CC(=O)Nc2ccc(C)cc2C1c1ccc(F)cc1 (configuration not stated)
72	11	-2	1.1	4	COC(=O)CSc1nnc(CSc2nc(C)cc(C)n2)n1Cc1ccco1
73	5	-4	1	2	O=C1Nc2ccccc2C(O)(C(=O)NCc2ccc3c(c2)OCO3)N1c1ccccc1 (configuration not stated)
74	11	-12	1	3	O=C1CCc2cc(S(=O)(=O)N3CCN(c4cccc(Cl)c4)CC3)ccc2N1
75	6	9	1.1	-1	COc1ccc(C2C(C(=O)NC(C)C)c3ccccc3C(=O)N2C)cc1OC (configuration not stated)
76	8	20	0.87	-1	CC(C)NC(=O)C(C)n1cccc1C(=O)c1ccccc1 (configuration not stated)
77	9	-8	1	8	Cn1c(=O)c2c(nc(SCC(=O)O)n2Cc2cccc(C(F)(F)F)c2)n(C)c1=O
78	5	-8	0.98	4	Cc1ccccc1-c1nc(CS(=O)(=O)CC(=O)NCCCN2CCCC2)c(C)o1
79	3	-1	0.96	5	O=C(CCNS(=O)(=O)c1cccc2nsnc12)N1CCc2ccccc21
80	5	-17	1	2	COc1ccc(CCNC(=O)c2cc(C(C)C)on2)cc1OC
81	3	12	0.98	-3	CCOC(=O)N1CCN(S(=O)(=O)c2cc(Br)cc3c2N(C(=O)CC)CC3)CC1

Shown as tab-separated lines: part of the list above
nr	smiles	LNCaP diff act	VLA-4 antagonist	Autofluor Jurkat	VLA-4 agonist
60	O=C(c1ccco1)N1CCN(CCCCN2C(=O)c3ccccc3C2=O)CC1	9	-9	1.1	0
61	CCCCCCNC(=O)Cc1nc2nc(C)cc(C)n2n1	5	2	0.96	1
62	CCOC(=O)Cc1nnc2c(Nc3ccc(C)cc3)nc3nonc3n12	5	7	1.1	-17
63	COc1ccc(S(=O)(=O)CCC(=O)Nc2c(C)n(C)n(-c3ccccc3)c2=O)cc1	4	8	1	2
64	COc1ccc(CCNC(=O)C2CCN(Cc3nc(-c4ccccc4C)oc3C)CC2)cc1OC	11	12	1.1	-5
65	O=C(N1CCN=C1SCc1cccnc1)C12CC3CC(CC(C3)C1)C2	14	7	1	2
66	COc1ccc(Cc2nc(-c3ccc(-n4cccc4)cc3)no2)cc1	22	-1	0.96	4
67	CS(=O)(=O)N1CCCC(C(=O)NCCCN2CCOCC2)C1 (configuration not stated)	1	-21	1.1	5
68	CCn1cc(C(=O)NCc2ccccn2)c(=O)c2cc(S(=O)(=O)N3CCCCC3)ccc21	6	4	1.1	-5
69	CO/C([O-])=N/c1c[n+](-c2ccc(C)cc2)no1	7	-3	0.98	3
70	COc1cccc(OCC(O)CN2CCN(CCO)CC2)c1 (configuration not stated)	9	-17	1.1	3
71	CCCC(=O)N1CC(=O)Nc2ccc(C)cc2C1c1ccc(F)cc1 (configuration not stated)	1	-6	1	-2
72	COC(=O)CSc1nnc(CSc2nc(C)cc(C)n2)n1Cc1ccco1	11	-2	1.1	4
73	O=C1Nc2ccccc2C(O)(C(=O)NCc2ccc3c(c2)OCO3)N1c1ccccc1 (configuration not stated)	5	-4	1	2
74	O=C1CCc2cc(S(=O)(=O)N3CCN(c4cccc(Cl)c4)CC3)ccc2N1	11	-12	1	3
75	COc1ccc(C2C(C(=O)NC(C)C)c3ccccc3C(=O)N2C)cc1OC (configuration not stated)	6	9	1.1	-1
76	CC(C)NC(=O)C(C)n1cccc1C(=O)c1ccccc1 (configuration not stated)	8	20	0.87	-1
77	Cn1c(=O)c2c(nc(SCC(=O)O)n2Cc2cccc(C(F)(F)F)c2)n(C)c1=O	9	-8	1	8
78	Cc1ccccc1-c1nc(CS(=O)(=O)CC(=O)NCCCN2CCCC2)c(C)o1	5	-8	0.98	4
